Screening data (PubChem BioAssay)
phage Ecoli inh: growth loss of phage-infected E. coli, primary screen, RecBCD inhibitor project, absorbance, with phage, HTS; inhibition, % at 11.9 µM; actives 0.26% (n = 360,000); AID 651602, 2012; in the data active means inhibition above about 11%
OPRM1-OPRD1 inv: inverse agonists of MOR-DOR heterodimerization, primary screen, cell-based, luminescence; Mu-type opioid receptor (Homo sapiens) + Delta-type opioid receptor (Homo sapiens), …; cell-based MOR-DOR heterodimer luminescence, inverse agonism; inhibition, % at 9.3 µM; actives 0.21% (n = 340,000); AID 504357, 2011; in the data active means inhibition above about 22%, passing the limit was not always enough;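 further: 0% = cells with DMSO and 100% = wells without cells with DMSO; values of inactives mirror those of a sister screen read the other way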
Target sequence (P35372 whole entry, looked up): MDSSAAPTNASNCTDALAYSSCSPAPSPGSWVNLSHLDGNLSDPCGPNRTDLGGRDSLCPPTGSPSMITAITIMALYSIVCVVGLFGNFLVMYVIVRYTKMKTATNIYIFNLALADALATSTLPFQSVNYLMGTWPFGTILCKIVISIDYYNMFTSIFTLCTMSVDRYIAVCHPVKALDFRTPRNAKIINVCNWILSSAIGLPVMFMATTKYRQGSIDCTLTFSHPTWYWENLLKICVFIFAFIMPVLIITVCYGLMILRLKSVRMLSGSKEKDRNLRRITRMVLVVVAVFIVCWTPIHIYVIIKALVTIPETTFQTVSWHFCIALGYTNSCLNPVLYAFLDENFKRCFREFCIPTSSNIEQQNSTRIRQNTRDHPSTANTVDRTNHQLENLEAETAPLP
Target sequence (P41143 whole entry, looked up): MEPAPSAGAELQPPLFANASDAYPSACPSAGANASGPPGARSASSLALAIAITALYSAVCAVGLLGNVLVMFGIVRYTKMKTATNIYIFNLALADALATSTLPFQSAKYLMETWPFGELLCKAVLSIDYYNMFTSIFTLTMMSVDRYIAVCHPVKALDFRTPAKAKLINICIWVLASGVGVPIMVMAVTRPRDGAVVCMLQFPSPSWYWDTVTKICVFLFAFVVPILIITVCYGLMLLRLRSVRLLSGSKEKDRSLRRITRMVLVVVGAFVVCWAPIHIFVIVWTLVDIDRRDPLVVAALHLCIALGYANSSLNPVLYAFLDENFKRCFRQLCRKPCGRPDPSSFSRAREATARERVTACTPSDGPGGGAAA
PKA-R1A act: activators of PKA-R1A holoenzyme, primary screen, biochemical, fluorescence polarization, Cy5-IP20, bovine R1A, mouse PKAc | PKA-R1A dissociation; scaled: DMSO 0%, 113 µM cGMP 100% | AID 504707, 2011 | activation, % at 11.4 µM | actives 0.083% (n = 340,000);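 active means percent activation above the mean of all tested compounds plus 3 SD, cut at about 19% in these data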;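 further: higher means more PKAc released from R1A so a rise in polarization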
SUMO Mot1 rescue: yeast Mot1-301 growth rescue at high temperature, primary screen, SUMOylation pathway inhibitor project, S. cerevisiae, ATP luminescence, 38.5C; S. cerevisiae Mot1-301 growth rescue; percent above DMSO median, 100 means doubled; growth rescue, % at 18.8 µM; actives 1% (n = 320,000); AID 2716, 2010;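 active means every valid replicate shows activation above 250% relative to neutral control wells; inactive means the rest, any valid replicate at or below 250%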;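 further: OY570 slx delta 5 strain wells were the positive control but not used for scaling; some compounds called inactive have numbers as strong as hits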
Tat export inh: E. coli Tat export inhibitors, primary screen, MC4100, TorA-mCherry reporter, fluorescence, single point; inhibition, % at 10 µM; AID 488895, 2010; actives 0.036% (n = 340,000);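 active means mean replicate inhibition at least 50% and at least half of replicates individually reaching 50%; inconclusive means only one of the two criteria met; inactive means neither criterion met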;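 further: exported cargo escapes ClpAP degradation while cytoplasmic cargo is degraded and loses fluorescence; 0% = median of neutral control wells and 100% = median of NaSCN control wells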
HTR5A inv ag: HTR5A inverse agonists in luminescence cell assay, primary screen, counter-screen for OPRM1-OPRD1 heterodimer inverse agonist project, full-deck HTS | 5-hydroxytryptamine receptor 5A (Homo sapiens), P47898 | actives 0.083% (n = 340,000) | HTR5A cell line, inverse agonism | inhibition, % at 9.3 µM; in the data active means inhibition mostly above about 23%, no sharp cut-off; inactive means mostly below about 18%;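 further: 0% = cells with DMSO and 100% = no-cell wells with DMSO; some compounds called inactive have numbers as strong as hits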
PKA-R2B act: activators of PKA-R2B holoenzyme, primary screen, biochemical, fluorescence polarization, Cy5-IP20, human; PKA-R2B holoenzyme dissociation; R2B truncated from residue 108, S112A mutant; 0% DMSO only, 100% 113 µM cGMP; activation, % at 11.4 µM; actives 0.079% (n = 340,000); AID 504700, 2011;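 active means activation above a cutoff set at the mean over all compounds plus 3 SD, cut at about 18% in these data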;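 further: higher means more holoenzyme dissociation and a rise in polarization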
PfHsp90 set2: growth inhibition of PfHsp90-expressing yeast, primary screen, antimalarial PfHsp90 inhibitor project, S. cerevisiae, BacTiter-Glo luminescence, single point, set 2; BacTiter-Glo ATP, 48 h; yeast lacking PDR1 and PDR3 efflux regulators; inhibition, % at 9.4 µM; actives 0.32% (n = 310,000); AID 504621, 2011;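 active means every replicate shows inhibition above about 80%, whatever the replicate mean, limit read from the data; inconclusive means mean inhibition reaches the set limit but some replicate falls short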;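 further: 0% = DMSO neutral controls and 100% = 20 µM radicicol positive controls; yeast relying on Plasmodium falciparum Hsp90 in place of its own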
MOR-DOR ag: agonists of OPRM1-OPRD1 heterodimerization, primary screen, cell-based, luminescence | actives 0.3% (n = 340,000) | cells | Mu-type opioid receptor (Homo sapiens) + Delta-type opioid receptor (Homo sapiens), … | activation, % at 9.3 µM; in the data active means activation above about 18%;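 further: 0% = vehicle-treated cells and 100% = reference agonist; values of inactives mirror those of a sister screen read the other way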
Ecoli viability: E. coli V3065 growth inhibition, primary screen, counter-screen for AddAB inhibitor project, absorbance, OD600; AID 449728, 2010; actives 0.27% (n = 330,000); 18 h; inhibition, % at 11.9 µM;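 active means inhibition above the campaign's mean inhibition across all tested compounds plus 3 SD, cut at about 9.9% in these data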;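 further: uninfected addAB+ strain grown without phage in ampicillin broth; 0% = DMSO wells and 100% = ciprofloxacin 0.95 µg/ml wells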
AddAB inh: growth inhibition of E. coli expressing H. pylori AddAB, primary screen, AddAB inhibitor project, absorbance | actives 0.29% (n = 330,000) | inhibition, % at 11.9 µM; in the data active means inhibition above about 12%;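 further: 0% = vehicle wells of infected cells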
An asterisk follows results filed as active; u = inconclusive; x = not tested or not shown.

SMILES	phage Ecoli inh	OPRM1-OPRD1 inv	PKA-R1A act	SUMO Mot1 rescue	Tat export inh	HTR5A inv ag	PKA-R2B act	PfHsp90 set2	MOR-DOR ag	Ecoli viability	AddAB inh
CCCCOc1ccc(-c2nnn(C(C)C(=O)OCC)n2)cc1 (stereo unspecified)	-0.3	-3	-1	4	7	-6	6	-27	0.5	-0.1	0.0
CCOC(=O)Cc1csc(NC(=O)c2ccc(Br)o2)n1	2.9	7	-9	-3	4	-12	2	8	-1.1	-1.5	0.8
O=C(CN1C(=O)NC2(CCCCCC2)C1=O)N1CCN(S(=O)(=O)c2ccccc2)CC1	1.6	3	-9	-28	-15	-4	0	-22	-0.6	2.9	3.9
Cc1ccc(-c2nnc(SCC(=O)Nc3nccs3)n2N)cc1	3.3	14	-9	x	3	7	-2	11	-2.7	-0.2	-0.3
O=C(O)C1CCCN1C(=O)OCc1ccccc1 (stereo unspecified)	1.3	11	12	-5	6	-3	-6	25	-1.9	-0.7	-0.8
COc1cc(NC(=O)CN(C)S(=O)(=O)c2ccc3c(c2)CCC(=O)N3)cc(OC)c1	-2.2	9	-12	-1	7	-12	-8	-1	-1.7	-1.5	-4.2
COc1ccc(N2CCN(C(=O)c3cc4c(-c5ccc(Cl)cc5)nn(C)c4s3)CC2)cc1	-0.3	-3	2	5	-6	-17	6	-23	0.7	-1.5	0.6
Cc1ccc(CC2C(=O)N(c3cc(C)ccc3C)C(=O)C2C)cc1 (stereo unspecified)	-2.0	7	-9	-15	-3	4	0	3	-1.4	-1.2	-0.8
Cc1ccc(S(=O)(=O)n2nc(OC(=O)C3CCCCC3)cc2N)cc1	0.9	-20	14	4	6	7	-4	-2	3.4	-2.3	1.2
CCO[C@@H]1OC(C(=O)N2CCCCCCC2)=C[C@H](C2CCCCC2)[C@H]1CCCO	-0.5	-11	-4	-6	11	1	-3	-1	1.9	-0.6	1.6
CC(CN1CCOCC1)OC(=O)c1ccc(C(C)(C)C)cc1 (stereo unspecified)	0.1	-11	-9	122	-2	-9	-3	2	2.3	-0.2	6.8
Cc1ccc(Cn2c(C(C)Nc3nc(-c4ccc(F)cc4)cs3)nc3cc(C(F)(F)F)ccc32)cc1 (stereo unspecified)	1.5	-2	-10	58	4	-7	-6	x	0.5	-0.9	2.7
CCN(CC)c1nc(-c2ccccn2)nc(-c2ccccc2)c1C#N	1.9	6	-8	1	-8	5	-19	-73	-1.0	2.8	1.0
O=C(NN=C1C2CC3CC(C2)CC1C3)c1cccc(S(=O)(=O)N2CCOCC2)c1	2.9	14	-2	-16	10	-2	-15	1	-2.7	1.0	4.0
CCSc1nc(-c2ccccc2)c2cc(Cl)ccc2n1	4.6	-14	4	1	-2	-21	-2	-13	2.8	-0.1	0.7
COc1cccc(CNC(=O)C(=O)NCC2OCCCN2S(=O)(=O)c2cc(C)ccc2C)c1 (stereo unspecified)	3.3	9	10	-3	-4	9	-3	-3	-1.7	0.4	-0.4
CN(C)CCC1(C2=CCCC2)CC/C(=C/c2ccc(Cl)cc2)C1=O (stereo unspecified)	6.1	-32	5	x	-3	-11	-11	-16	7.4	x	x
CCCc1cc(C(=O)NC2CCCC2)no1	4.5	2	-2	13	1	6	-5	0	-0.3	-3.2	-0.3
COc1ccccc1N1CCN(C(=O)Cn2cnc3c2c(=O)n(C)c(=O)n3C)CC1	2.1	x	-6	-10	-1	x	-9	-16	x	0.5	7.2
COC(=O)c1cc(C)cc(=O)o1	-1.5	12	-3	2	7	-6	-2	10	-2.5	-1.0	-1.8
Cn1nnnc1Sc1ccc(C(=O)O)cc1[N+](=O)[O-]	1.7	-12	5	245	-3	5	4	-17	2.2	0.2	-1.6
COc1cccc(-c2cc(C(F)(F)F)nc(-n3cc(C)cn3)n2)c1	-0.4	-5	-8	7	0	-18	-7	10	1.0	0.1	-2.9
CCOC(=O)CCc1c(C)nc2c(c(C)nn2C(C)(C)C)c1C	2.4	-26	-10	18	14	3	-10	-8	5.1	0.2	2.4
O=C(OCn1nnc2ccccc2c1=O)c1cccnc1	-0.1	21	-1	7	-5	-10	12	x	-3.6	-1.0	3.0
COC(=O)CNC(=O)COC(=O)c1ccc(OC)c([N+](=O)[O-])c1	2.7	6	5	-9	3	-1	6	23	-1.2	2.0	3.7
Cc1ccc2nc(NC(=O)C(NS(=O)(=O)c3cccc4nsnc34)C(C)C)sc2c1 (stereo unspecified)	5.4	0	6	-6	5	-4	-3	-32	0.0	-1.1	-0.2
COc1ccc(C(=O)Nc2nnc(S(=O)(=O)N(C)Cc3ccccc3)s2)cc1	2.4	-4	-3	-4	-1	18	-3	27	0.8	-1.5	4.7
CCn1c(SCC(=O)O)nc2sc3c(c2c1=O)CCC3	1.4	24	-5	2	0	10	-2	29	-4.7	1.6	-0.8
Cc1c(NC(=O)C2(C)CCCCC2)c(=O)n(-c2ccccc2)n1C	0.0	0	6	-9	-11	-7	3	-17	0.0	3.9	1.5
COc1cc2c(cc1OC)[C@H](Cc1ccc(O)cc1)NCC2	3.0	3	18	7	1	-7	0	1	-0.5	1.7	2.5
O=C(CC1C(=O)NCCN1Cc1ccc(Cl)c(F)c1)NCC1CCOCC1 (stereo unspecified)	-0.1	20	-9	21	-2	-29	1	11	-3.9	0.3	0.0
Nc1ccc(S(=O)(=O)N2CCCc3ccccc32)cc1	2.0	12	-22	-3	u	-4	-8	-20	-2.3	0.3	1.7
Fc1cccc(NC(=S)NCc2ccccn2)c1	2.0	-29	1	-12	-4	5	3	8	4.0	1.3	2.3
Cc1cc(NC(=O)CCOc2ccc(F)cc2)no1	2.7	2	-10	x	1	-43	-1	-2	-0.4	x	x
COc1ccccc1N1CCN(C(=O)NC23CC4CC(CC(C4)C2)C3)CC1	6.1	17	5	2	-5	7	-9	21	-3.3	-0.2	3.3
O=C(NC(c1ccccc1)c1ccccc1)N1CCN(CCO)CC1	1.0	14	-6	-12	-2	21	-8	-11	-2.5	-2.5	0.0
CS(=O)(=O)N(CC(=O)Nc1ccccc1C(=O)N1CCOCC1)c1cccc(F)c1	0.9	7	-4	98	-5	19	5	-8	-1.8	1.1	4.2
Cc1c(N2C(=O)CS/C2=N\N=C\c2ccc(Cl)cc2)c(=O)n(-c2ccccc2)n1C	1.8	8	0	-15	1	-2	-7	x	-1.4	-1.9	-1.1
O=C(COc1ccc2c(C(F)(F)F)cc(=O)oc2c1)NCc1cccs1	3.0	15	18	-9	3	-1	18	-11	-3.0	1.3	1.6
Cc1nc(-c2nnc(SCC(=O)Nc3cc(C(F)(F)F)cc(C(F)(F)F)c3)n2C)cs1	3.3	-52	5	17	1	-9	4	-6	11	3.4	6.0
O=C(Nc1ccc(F)c(F)c1)c1ccc(F)c(S(=O)(=O)N2CCC3(CC2)OCCO3)c1	1.4	0	-5	0	4	-28	0	14	0.0	1.7	-2.5
Cc1n[nH]c(=O)c2c(NC(=O)COC(=O)c3cc(F)cc(F)c3)oc(C)c12	-0.5	-11	4	-2	-9	16	-2	6	1.7	0.1	-1.2
Cc1ccc(N2CC(=O)Nc3c(sc4nc(C)cc(C)c34)C2=O)cc1	2.5	13	-6	25	9	-3	-17	-7	-2.6	-2.8	2.2
COC(=O)C1=C(C)Nc2ncnn2C1c1ccc(OCc2ccccc2)cc1 (stereo unspecified)	0.5	-2	-3	15	-8	-8	-3	-4	0.5	4.0	-0.6
COc1ccc(OC)c(C(=O)N2CCC(CCC(=O)NC3CC3)CC2)c1	3.1	19	-2	111	-7	8	4	17	-3.8	0.1	0.8
CC1CCC(C(C)C)C(OCC(O)CN2CCOCC2)C1 (stereo unspecified)	1.2	-7	-7	5	0	4	-7	21	1.2	2.7	0.4
Cc1ccc(NC(=O)C2=C(c3ccccc3)S(=O)(=O)CCS2(=O)=O)cc1	1.4	-19	-1	168	-6	-17	5	19	2.5	-1.4	1.3
COC(=O)C1=C(C)OC(N)=C(C#N)C1c1cc(OC)ccc1OC (stereo unspecified)	3.5	-1	5	16	-5	-10	6	-23	0.2	-1.7	-0.1
CCOCCCNC(=S)N1C2CCC1CC(NC(=O)Nc1ccc(C(=O)OCC)cc1)C2 (stereo unspecified)	-1.4	10	0	-2	-1	-5	1	x	-2.1	-1.5	-1.9

Given field by field: entries from further up.
COc1ccc(OC)c(C(=O)N2CCC(CCC(=O)NC3CC3)CC2)c1
  phage Ecoli inh = 3.1
  OPRM1-OPRD1 inv = 19
  PKA-R1A act = -2
  SUMO Mot1 rescue = 111
  Tat export inh = -7
  HTR5A inv ag = 8
  PKA-R2B act = 4
  PfHsp90 set2 = 17
  MOR-DOR ag = -3.8
  Ecoli viability = 0.1
  AddAB inh = 0.8

CC1CCC(C(C)C)C(OCC(O)CN2CCOCC2)C1 (stereo unspecified)
  phage Ecoli inh = 1.2
  OPRM1-OPRD1 inv = -7
  PKA-R1A act = -7
  SUMO Mot1 rescue = 5
  Tat export inh = 0
  HTR5A inv ag = 4
  PKA-R2B act = -7
  PfHsp90 set2 = 21
  MOR-DOR ag = 1.2
  Ecoli viability = 2.7
  AddAB inh = 0.4

Cc1ccc(NC(=O)C2=C(c3ccccc3)S(=O)(=O)CCS2(=O)=O)cc1
  phage Ecoli inh = 1.4
  OPRM1-OPRD1 inv = -19
  PKA-R1A act = -1
  SUMO Mot1 rescue = 168
  Tat export inh = -6
  HTR5A inv ag = -17
  PKA-R2B act = 5
  PfHsp90 set2 = 19
  MOR-DOR ag = 2.5
  Ecoli viability = -1.4
  AddAB inh = 1.3

COC(=O)C1=C(C)OC(N)=C(C#N)C1c1cc(OC)ccc1OC (stereo unspecified)
  phage Ecoli inh = 3.5
  OPRM1-OPRD1 inv = -1
  PKA-R1A act = 5
  SUMO Mot1 rescue = 16
  Tat export inh = -5
  HTR5A inv ag = -10
  PKA-R2B act = 6
  PfHsp90 set2 = -23
  MOR-DOR ag = 0.2
  Ecoli viability = -1.7
  AddAB inh = -0.1
